Compound activity from PubChem BioAssay.
CRFBP-R2 block: antagonists of CRF-BP/CRF-R2 complex, primary screen, cell-based, HEK293, calcium dye fluorescence, uHTS; CRF-induced calcium fluorescence; 0.59% of 350,000 active; AID 588475, 2011; inhibition, % at 11.8 µM;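 active means inhibition of the ligand-induced calcium signal above about 50% at the single tested concentration, limit read from the data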
M1 PAM: human M1 muscarinic receptor positive allosteric modulators, primary screen, CHO-K1 cells, Fluo-8 calcium fluorescence, 1536-well; activation, % at 3 µM; CHO-K1 hM1, ACh EC20; 0% = ACh EC20, 100% = maximal ACh; Muscarinic acetylcholine receptor M1 (Homo sapiens), P11229; 0.088% of 360,000 active; AID 588819, 2011; in the data active means activation above about 19%, passing the limit was not always enough
Target sequence (P11229 whole entry, looked up): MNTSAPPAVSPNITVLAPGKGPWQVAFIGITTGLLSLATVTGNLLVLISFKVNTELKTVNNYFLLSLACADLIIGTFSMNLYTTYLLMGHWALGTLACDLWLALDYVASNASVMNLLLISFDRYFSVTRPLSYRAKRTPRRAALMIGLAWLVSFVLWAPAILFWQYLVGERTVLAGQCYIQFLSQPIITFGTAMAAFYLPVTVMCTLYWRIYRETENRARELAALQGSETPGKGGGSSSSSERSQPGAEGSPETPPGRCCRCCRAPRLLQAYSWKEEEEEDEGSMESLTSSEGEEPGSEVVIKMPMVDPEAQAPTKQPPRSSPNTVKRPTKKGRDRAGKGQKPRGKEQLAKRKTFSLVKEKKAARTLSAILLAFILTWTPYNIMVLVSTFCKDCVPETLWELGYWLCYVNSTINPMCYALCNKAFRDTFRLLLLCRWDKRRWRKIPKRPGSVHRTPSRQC
CHRM5 antagonist: human M5 muscarinic receptor antagonists, primary screen, CHO cells, Fluo-8 calcium fluorescence. Muscarinic acetylcholine receptor M5 (Homo sapiens), P08912. CHO-hM5 cells, ACh EC80. inhibition, % at 3 µM. 0.59% of 360,000 active;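 active means inhibition above a per-plate cutoff, the mean of that plate's test compounds plus 3 SD, cut at about 27% in these data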;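 further: 0% = acetylcholine EC80 with DMSO and 100% = DMSO without agonist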
M4 ag: human M4 muscarinic receptor agonists, primary screen, CHO-K1 cells, Fluo-8 calcium fluorescence; Muscarinic acetylcholine receptor M4 (Homo sapiens), P08173; CHO-K1 hM4/Gqi5; vehicle 0%, full acetylcholine response 100%; activation, % at 3 µM; 0.14% of 360,000 active; AID 624127, 2012;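 active means activation above the run mean over all test wells plus 3 SD, cut at about 32% in these data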;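 further: peak over basal fluorescence ratio per well then scaled between controls; 0% = DMSO wells and 100% = acetylcholine at EC100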
Target sequence (P08173 whole entry, looked up): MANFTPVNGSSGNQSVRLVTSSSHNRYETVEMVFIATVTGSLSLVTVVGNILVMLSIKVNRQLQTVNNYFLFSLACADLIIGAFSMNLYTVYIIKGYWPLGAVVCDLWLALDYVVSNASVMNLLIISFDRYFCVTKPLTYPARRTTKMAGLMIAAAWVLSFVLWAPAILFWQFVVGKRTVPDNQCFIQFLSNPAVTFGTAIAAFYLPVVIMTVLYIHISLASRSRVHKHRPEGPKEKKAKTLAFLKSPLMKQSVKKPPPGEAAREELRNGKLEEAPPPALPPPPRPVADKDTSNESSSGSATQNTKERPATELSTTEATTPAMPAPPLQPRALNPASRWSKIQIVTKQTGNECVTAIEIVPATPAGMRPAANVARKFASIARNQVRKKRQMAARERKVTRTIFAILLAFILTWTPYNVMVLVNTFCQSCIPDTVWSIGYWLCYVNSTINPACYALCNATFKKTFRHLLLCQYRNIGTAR
M5 ag: human M5 muscarinic receptor agonists, primary screen, CHO-K1 cells, Fluo-8 calcium fluorescence. Muscarinic acetylcholine receptor M5 (Homo sapiens), P08912. CHO-K1 hM5 cells; 0% DMSO wells, 100% maximal acetylcholine response. activation, % at 3 µM. 0.19% of 360,000 active. AID 624037, 2012;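 active means activation above the run's mean over test compounds plus 3 SD, cut at about 23% in these data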;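 further: signal is peak over basal fluorescence ratio across the kinetic read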
CHRM5 PAM: human M5 muscarinic receptor positive allosteric modulators, primary screen, CHO-K1 cells, Fluo-8 calcium fluorescence | 0.3% of 360,000 active | AID 624038, 2012 | activation, % at 3 µM | Muscarinic acetylcholine receptor M5 (Homo sapiens), P08912 | CHO-K1 hM5, ACh EC20 PAM; 0% = ACh EC20, 100% = ACh EC100;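 active means activation above the run cutoff, the mean activation of all test compounds plus 3 SD, cut at about 18% in these data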
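Probe or stimulus: acetylcholine, EC20 level; Assay system: human M5 receptor in CHO-K1 cells; Schedule: compound preincubation 140 s before EC20 acetylcholine addition; Technique: intracellular calcium via Fluo-8 fluorescence; Dosing: single-point, 3 µM nominal; Read-out basis: percent activation from peak-over-basal fluorescence ratio, scaled EC20-to-EC100 acetylcholine; Repeats: one well per compound, no replicates.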
M4 PAM: human M4 muscarinic receptor positive allosteric modulators, primary screen, CHO-K1 cells, Fluo-8 calcium fluorescence. CHO-K1 hM4/Gqi5, ACh EC20; 0% = ACh EC20, 100% = maximal ACh. activation, % at 3 µM. 0.4% of 360,000 active. AID 624126, 2012;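 active means activation above its plate's cutoff, the mean activation of sample wells plus 3 SD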; further: some results filed as inactive read as strong as hits
M4 antag: human M4 muscarinic receptor antagonists, primary screen, CHO cells, Fluo-8 calcium fluorescence. Muscarinic acetylcholine receptor M4 (Homo sapiens), P08173. CHO-hM4 cells, ACh EC80. inhibition, % at 3 µM. 0.73% of 360,000 active;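 active means inhibition above its plate's cutoff, the mean inhibition of sample wells plus 3 SD, cut at about 27% in these data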;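 further: 0% = acetylcholine EC80 with DMSO and 100% = DMSO without agonist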
CRFBP-R2 agonist: agonists of CRF-BP/CRF-R2 complex, primary screen, cell-based, HEK293, calcium dye fluorescence, uHTS; 0.46% of 350,000 active; calcium dye fluorescence (FLIPR); percent of saturating CRF peptide response; activation, % at 13.2 µM; CRF-binding protein / CRF receptor 2 complex (human);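 active means activation of at least 50%, plus an integration ratio under a set limit after plate pattern correction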;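 further: plate controls were neutral control wells without compound for no effect and CRF at EC100 for full effect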
* marks the source's active call; other numbers are inactive results. An unsorted share of the library. About 2.6% of those tested had a hit in this group.

SMILES | CRFBP-R2 block | M1 PAM | CHRM5 antagonist | M4 ag | M5 ag | CHRM5 PAM | M4 PAM | M4 antag | CRFBP-R2 agonist
N/C(=N/O)c1nc(N2CCCC2)nc(N(c2ccccc2)c2ccccc2)n1 | -3 | -14 | 2 | 2 | -3 | -1 | -3 | 2 | -1.8
c1ccc(NN=C2c3ccccc3-c3ccccc32)cc1 | -13 | 0 | -2 | 0 | 1 | 3 | 2 | -1 | -0.7
CCOc1ccc(N(CC(=O)NCc2cccs2)S(=O)(=O)c2c(C)noc2C)cc1 | -3 | 5 | 1 | 1 | -1 | -5 | -5 | 9 | 0.2
CC(C)n1c(SCC(=O)N2c3ccccc3Sc3ccccc32)nc2c1c(=O)n(C)c(=O)n2C | 21 | 4 | 0 | 3 | 2 | 2 | 8 | -3 | 1.4
CC1(C)CC(=O)c2sc(NC(=O)CN3C(=O)CCC3=O)nc2C1 | 5 | -1 | 0 | 1 | 0 | -4 | 0 | -4 | -0.7
CCOc1ccccc1C(=O)Nc1ccsc1C(=O)OC | -17 | 4 | -5 | -3 | -4 | -2 | -1 | -14 | -1.1
CCOc1ccc2nc(SCc3ccccc3C#N)sc2c1 | -4 | -6 | -6 | -2 | -3 | -8 | -15 | 3 | 8.5
O=C(OCc1cn([C@H]2CN(CC3CCCCC3)[C@@H](c3ccc(Cl)cc3)C[C@@H]2O)nn1)c1ccccc1 | -17 | 1 | -6 | 0 | -1 | 2 | -3 | 8 | 2.1
COc1ccc(/C=N/NC(=O)C(=O)N2CCCCCC2)cc1[N+](=O)[O-] | -15 | 4 | -14 | 1 | -1 | 7 | -2 | -2 | 1.4
CC(C)(C)N1C(=O)[C@H]2[C@@H](c3ccc(Br)cc3)N3C(=O)N(c4cccc(F)c4)C(=O)[C@@]3(C)[C@H]2C1=O | -10 | -2 | 9 | 4 | 0 | 7 | 1 | -10 | 3.6
Cc1ccc(S(=O)(=O)NNC(=O)Cc2cccn2C)cc1 | 2 | -2 | 8 | 1 | -2 | 0 | 6 | -6 | 0.6
CCn1nnnc1SCC(=O)Nc1ccc2c(c1)OCO2 | 25 | 4 | 11 | 0 | -4 | 3 | -2 | 8 | 0.4
CC(C)C[C@H]1CN=C(N(C)C)N1CC1CCCC1 | 3 | 6 | 6 | 1 | -6 | 2 | 9 | -6 | 0.3
CCC(O)(Cc1ccccn1)Cc1ccccn1 | -8 | -6 | 15 | 0 | -4 | -7 | 2 | 3 | 2.6
CCOc1cc(-c2nc(-c3ccc(C)nc3OC)no2)cc(OCC)c1OCC | 8 | 10 | -4 | 0 | 1 | -2 | -3 | 0 | -0.5
Cc1onc(-c2ccccc2)c1C(=O)N1CCN(c2ccccc2)CC1 | -17 | 4 | 11 | 2 | -5 | -4 | 0 | 3 | -2.1
O=C(c1ccc(F)cc1)N1CCN(C(=O)c2ccc([N+](=O)[O-])cc2)CC1 | 19 | 5 | -7 | 2 | 1 | 14 | 0 | -2 | -0.7
O=C(NC(=S)Nc1ccc(-c2nc3ncccc3o2)cc1)c1ccccc1F | -64 | 4 | -12 | 4 | 0 | 0 | 0 | -6 | -4.2
C=CCn1c(SCCOC)nc2c1c(=O)[nH]c(=O)n2C | -23 | 6 | 0 | 2 | -1 | -1 | 3 | 3 | -3.1
O=C(CN1C(=O)S/C(=C\c2ccccc2)C1=O)NCCCn1ccnc1 | 15 | 2 | -1 | 1 | -8 | -1 | 5 | 2 | -0.1
O=C(Nc1ccc(Cl)cc1)Nc1cc([N+](=O)[O-])ccc1F | -18 | 0 | 3 | 4 | 1 | -1 | -6 | 8 | 1.3
COc1ccccc1NC(=O)Nc1ccnn1C1CCN(C(=O)c2ccccn2)CC1 | 12 | 2 | 7 | 0 | -5 | -6 | 0 | 3 | 0.5
O=C(CN1C(=O)c2ccccc2C1=O)Nc1cccc([N+](=O)[O-])c1 | 4 | 6 | 1 | 2 | 1 | -7 | 1 | 2 | -1.6
Cn1cnnc1SCC(=O)Nc1ccc(F)cc1 | 15 | 8 | 3 | 2 | -1 | -4 | 0 | -4 | 2.8
O=C(Oc1ccc(N(Cc2cccs2)C2=NS(=O)(=O)c3ccccc32)cc1)c1ccccc1 | -22 | 3 | -1 | 0 | 2 | 0 | 1 | -4 | 19
CCOc1ncccc1C(=O)N=c1sccn1C | -7 | 3 | 16 | 1 | -2 | -1 | 0 | 5 | -0.2
c1ccc(CN2CCN(c3nc(NCc4ccco4)c4ccccc4n3)CC2)cc1 | -11 | -8 | 10 | 2 | -4 | -14 | -11 | 14 | 0.9
C=CCn1c(SCC(=O)NC)nc2sc3c(c2c1=O)CCC3 | 16 | 6 | 10 | -1 | -2 | -2 | 1 | 7 | -1.4
COc1cccc(C2NC(CCSC)(C(=O)O)C3C(=O)N(C(C)C)C(=O)C23)c1O (configuration not stated) | 6 | 3 | 3 | 0 | 2 | -3 | 0 | 2 | -0.9
CCOc1ccc(N2CC(C(=O)Nc3cccc(S(=O)(=O)N4CCOCC4)c3)CC2=O)cc1 (configuration not stated) | -20 | 4 | 10 | 0 | 0 | -1 | 4 | -5 | 0.8

A different layout for 7 compounds above.
| canonical_smiles | CRFBP-R2 block | M1 PAM | CHRM5 antagonist | M4 ag | M5 ag | CHRM5 PAM | M4 PAM | M4 antag | CRFBP-R2 agonist |
| --- | --- | --- | --- | --- | --- | --- | --- | --- | --- |
| C=CCn1c(SCC(=O)NC)nc2sc3c(c2c1=O)CCC3 | 16 | 6 | 10 | -1 | -2 | -2 | 1 | 7 | -1.4 |
| Cn1cnnc1SCC(=O)Nc1ccc(F)cc1 | 15 | 8 | 3 | 2 | -1 | -4 | 0 | -4 | 2.8 |
| COc1cccc(C2NC(CCSC)(C(=O)O)C3C(=O)N(C(C)C)C(=O)C23)c1O (configuration not stated) | 6 | 3 | 3 | 0 | 2 | -3 | 0 | 2 | -0.9 |
| CCOc1ccc(N2CC(C(=O)Nc3cccc(S(=O)(=O)N4CCOCC4)c3)CC2=O)cc1 (configuration not stated) | -20 | 4 | 10 | 0 | 0 | -1 | 4 | -5 | 0.8 |
| c1ccc(CN2CCN(c3nc(NCc4ccco4)c4ccccc4n3)CC2)cc1 | -11 | -8 | 10 | 2 | -4 | -14 | -11 | 14 | 0.9 |
| O=C(CN1C(=O)S/C(=C\c2ccccc2)C1=O)NCCCn1ccnc1 | 15 | 2 | -1 | 1 | -8 | -1 | 5 | 2 | -0.1 |
| O=C(CN1C(=O)c2ccccc2C1=O)Nc1cccc([N+](=O)[O-])c1 | 4 | 6 | 1 | 2 | 1 | -7 | 1 | 2 | -1.6 |

Next section.
SMILES | CRFBP-R2 block | M1 PAM | CHRM5 antagonist | M4 ag | M5 ag | CHRM5 PAM | M4 PAM | M4 antag | CRFBP-R2 agonist
CC(C)NC(=O)N(C)C[C@H]1Oc2ccc(NC(=O)Nc3ccccc3)cc2C(=O)N([C@H](C)CO)C[C@@H]1C | -5 | 6 | 12 | 1 | 3 | 0 | 6 | 13 | 0.1
Cc1ccc(NC2=C(Cl)C(=O)OC2OC(=O)c2ccc(C)cc2)cc1 (configuration not stated) | 12 | -13 | 8 | 6 | -3 | -16 | -14 | 7 | -0.3
Cc1ccc(Nc2nc(CSc3nnnn3C)cs2)cc1 | 22 | 0 | 8 | 1 | -4 | -11 | 8 | 6 | -0.9
COc1ccc(Cl)cc1C(=O)Nc1nnn(C)n1 | 13 | 7 | 8 | 1 | 2 | -5 | -3 | -9 | 1.1
O=C(C1CCCO1)N1CCN(C(=O)C23CC4CC(CC(C4)C2)C3)CC1 (configuration not stated) | -2 | 5 | 1 | 0 | 0 | -4 | 4 | -10 | -0.8
O=C(Nc1nccs1)c1ccc(S(=O)(=O)N2CCCCC2)cc1 | -3 | 8 | 1 | 6 | 1 | -7 | 0 | -12 | -0.8
Cc1cc(C)cc(-n2c(N)c(C(=O)Nc3c(C)n(C)n(-c4ccccc4)c3=O)c3nc4ccccc4nc32)c1 | -2 | -3 | 9 | 1 | 1 | -6 | -11 | 5 | 0.0
C=CCNC(=O)c1ccc(-c2nc(-c3ccc(Cl)cc3Cl)cs2)cc1 | 7 | 7 | -3 | 1 | 0 | -2 | 1 | 6 | 1.3
Cc1ccc(S(=O)(=O)NC(Cc2ccccc2)C(=O)O)cc1C (configuration not stated) | -5 | 9 | 5 | 1 | -1 | -2 | 6 | 8 | -0.5
Cc1ccn2c(-c3n[nH]c(=S)n3C)c(C)nc2c1 | -14 | 10 | 6 | 0 | -3 | -1 | 11 | 12 | -2.1
O=S(=O)(NCc1ccccc1)c1ccc(S(=O)(=O)NCC2CCCO2)cc1 (configuration not stated) | -1 | 3 | 1 | 1 | 8 | 17 | -3 | 4 | -0.5
CC(=O)c1ccc(-n2c(-c3cc(-c4ccsc4)n[nH]3)n[nH]c2=S)cc1 | 30 | 4 | 11 | 1 | 0 | 1 | -3 | 3 | -0.4
O=C(NCCc1nc2ccccc2[nH]1)c1ccco1 | 5 | 10 | 4 | 1 | -1 | 0 | 8 | 7 | -3.7
Cc1cc(NC(=O)Cn2cnc3sccc3c2=O)no1 | 16 | 14 | -7 | 0 | 4 | 8 | 1 | -10 | -0.6
COc1ccc(OC)c(NC(=O)CCCN2C(=S)NC(C)(C)CC2C)c1 (configuration not stated) | 23 | 1 | 3 | 1 | 0 | -4 | -8 | 4 | -1.5
Cc1cc(C)cc(N(CC(=O)O)S(=O)(=O)c2c(C)noc2C)c1 | 1 | 2 | -2 | 0 | 0 | 2 | -2 | 1 | -0.1
O=C(c1ccccc1)N1CCCOC1c1ccccc1 (configuration not stated) | 0 | 3 | 5 | 1 | 0 | -5 | 3 | 8 | -0.4
CCCC1CCC(=NNC(=S)NCCc2ccccc2)CC1 (configuration not stated) | 4 | -22 | 5 | -1 | -7 | -3 | -11 | -5 | -2.0
Cc1ccc(C(=O)C2=C(O)C(=O)N(Cc3cccnc3)C2c2ccc(Br)cc2)o1 (configuration not stated) | -8 | 8 | 4 | -1 | 0 | -1 | -4 | 2 | -6.1
CCN(CC)C(=O)CSc1nc2cc3c(cc2c(=O)n1CCCC(=O)NCc1ccc(OC)cc1)OCO3 | 13 | 7 | 3 | 1 | 4 | -3 | 6 | 2 | -2.3
CCC1CCCCN1Cc1nc2c(c(=O)n(C)c(=O)n2C)n1CCCc1ccccc1 (configuration not stated) | -10 | 8 | -1 | 0 | -1 | 0 | 2 | 6 | -7.6
COc1ccc(S(=O)(=O)Nc2cccc3c2O[C@H](CN(C)Cc2ccc(C(=O)O)cc2)[C@@H](C)CN([C@H](C)CO)C3=O)cc1 | 1 | 3 | -7 | 1 | 2 | -1 | 1 | -10 | 0.7
O=C(CN1CCOCC1)Nc1ncc(Cc2cccc3ccccc23)s1 | -37 | 13 | -4 | 9 | 11 | 7 | 15 | -10 | -1.9
